Compound activity (PubChem BioAssay)
SSB-PriA inh: K. pneumoniae PriA-SSBct interaction inhibition | actives 0.6% (n = 430,000) | AlphaScreen SSBct-PriA binding, biotinylated peptide | inhibition, % at 33 µM; in the data active = inhibition mostly above about 37%, no sharp cut-off; inactive = mostly below about 20%;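 also: plate controls were negative control peptide for no effect and reference peptide for full effect; strong numbers were not always called active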
Y pestis TopoI: blocks Yersinia pestis topoisomerase I activity; Y. pestis Topo-I cleavage product accumulation, plate reader; activity, % at 10 µM; actives 0.064% (n = 360,000); in the data active = activity above about 50%, passing the limit was not always enough; inconclusive = no clear call, values can overlap the other calls; also: inactives centre near 2
TcdB GH inh: TcdB glycohydrolase inhibition; P18177; TcdB glycohydrolase enzymatic assay, plate reader; inhibition, % at 9.99 µM; actives 0.24% (n = 350,000); in the data active = inhibition above about 10%
SARS 3CLpro inh: SARS-CoV 3CLpro protease inhibition. P0C6X7. recombinant SARS-CoV 3CLpro, quenched FRET peptide cleavage. inhibition, % at 6 µM. actives 0.14% (n = 290,000). AID 1706; in the data active = inhibition above about 12%
BH1578 lux ind: inducers of Vibrio cholerae quorum light production without autoinducers; V. cholerae BH1578 lux reporter, luminescence, 6 h; activation, % at 18.7 µM; actives 0.16% (n = 350,000); in the data active = activation mostly above about 9.7%, no sharp cut-off; inconclusive = no clear call, values can overlap the other calls; inactive = mostly below about 3.7%; also: not every result past the cut was called active; inactives centre near 0; reference of the scale not given here
PfHsp40 yeast: rescue of PfHsp40-mediated yeast toxicity; S. cerevisiae expressing PfHsp40, growth rescue, ATP luminescence; growth rescue, % at 12.5 µM; actives 0.68% (n = 340,000); AID 504582; in the data active = growth rescue above about 28%, passing the limit was not always enough; inconclusive = no clear call, values can overlap the other calls;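 also: yeast W303a lacking pdr1 and pdr3 grown in galactose medium; growth measured after three days at 30 °C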
DUSP3 inh: inhibitors of human VHR1 phosphatase (DUSP3) | P51452 | recombinant VHR phosphatase, pNPP absorbance | inhibition, % at 13.3 µM | actives 0.52% (n = 290,000) | AID 1654; in the data active = inhibition above about 50%; also: some compounds called inactive have numbers as strong as hits
Target sequence (P51452 whole entry, looked up): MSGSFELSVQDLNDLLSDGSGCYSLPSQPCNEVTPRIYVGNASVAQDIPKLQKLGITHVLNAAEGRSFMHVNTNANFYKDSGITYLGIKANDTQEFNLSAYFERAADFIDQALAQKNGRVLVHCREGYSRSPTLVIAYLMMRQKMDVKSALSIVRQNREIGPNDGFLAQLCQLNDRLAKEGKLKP
CCHF vOTU inh: CCHFV vOTU protease inhibition | Pep-AMC fluorescence | actives 0.55% (n = 370,000) | inhibition, % at 11.5 µM; in the data active = inhibition above about 30%; also: 0% = vehicle wells with enzyme and 100% = no enzyme wells
Anthrax LF prot: anthrax lethal factor protease inhibition | P15917 | multiplex microsphere protease cleavage assay, LF | inhibition, % at 10 µM | actives 0.12% (n = 360,000) | AID 588501; also: plate controls were buffer without enzyme for full effect and enzyme alone for no effect
Target sequence (P15917 whole entry, looked up): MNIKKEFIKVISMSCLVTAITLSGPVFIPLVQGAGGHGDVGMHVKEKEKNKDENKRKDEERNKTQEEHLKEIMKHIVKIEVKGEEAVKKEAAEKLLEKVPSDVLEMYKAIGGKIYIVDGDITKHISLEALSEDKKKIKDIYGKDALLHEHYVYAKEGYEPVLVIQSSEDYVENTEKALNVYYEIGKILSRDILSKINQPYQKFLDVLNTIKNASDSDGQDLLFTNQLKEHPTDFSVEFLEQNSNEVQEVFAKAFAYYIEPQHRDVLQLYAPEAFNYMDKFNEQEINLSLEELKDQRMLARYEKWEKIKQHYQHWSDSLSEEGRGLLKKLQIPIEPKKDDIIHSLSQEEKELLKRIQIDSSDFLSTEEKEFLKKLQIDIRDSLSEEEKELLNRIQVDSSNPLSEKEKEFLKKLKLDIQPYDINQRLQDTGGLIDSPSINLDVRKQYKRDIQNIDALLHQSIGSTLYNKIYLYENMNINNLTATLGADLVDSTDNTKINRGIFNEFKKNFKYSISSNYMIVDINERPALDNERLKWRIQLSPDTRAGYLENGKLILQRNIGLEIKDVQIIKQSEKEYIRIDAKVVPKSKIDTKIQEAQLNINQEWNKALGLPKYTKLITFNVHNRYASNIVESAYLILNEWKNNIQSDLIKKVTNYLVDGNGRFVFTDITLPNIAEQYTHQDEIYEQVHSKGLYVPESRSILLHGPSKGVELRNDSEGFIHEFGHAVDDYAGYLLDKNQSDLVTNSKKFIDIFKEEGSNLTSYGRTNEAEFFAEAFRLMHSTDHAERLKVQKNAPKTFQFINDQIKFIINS
BoNT-A LC inh2: inhibitors of Botulinum neurotoxin A light chain protease. multiplex microsphere protease substrate cleavage, flow cytometry. inhibition, % at 10 µM. actives 0.17% (n = 360,000); also: plate controls were buffer without enzyme for full effect and enzyme alone for no effect
The depositor's hits bear a star; i = inactive; ? = inconclusive; / = not tested or not shown; & = joins results of further samples. Rule as the data show it, unless noted: active = inhibition above about 30%; inconclusive = no clear call, values can overlap the other calls; inactive = below that. This is a subset (hit frequency here may not be typical).

molecule	DUSP3 inh	CCHF vOTU inh	Anthrax LF prot	SARS 3CLpro inh	BoNT-A LC inh2	BH1578 lux ind	PfHsp40 yeast	TcdB GH inh	SSB-PriA inh	Y pestis TopoI
CC1CCCCN1C(=O)c1ccc(N2CC3CC(C2)c2cccc(=O)n2C3)c([N+](=O)[O-])c1 (stereo unspecified)	21	-10	1	8	0.1	-0.6	-0.9	/	-5	5
COC(=O)C(CC(C)C)NC(=O)C(Cc1ccccc1)NC(=O)C1CCCN1C(=O)OC(C)(C)C (stereo unspecified)	-10	-4	-10	2	-1.0	-0.3	-1.8	-0.5	-17	13
FC(F)(F)c1ccccc1CN1CCN(Cc2ccccc2)CC1	10	2	-8	4	-0.3	i	-0.6	0.0	-4	10
Cc1oc(-c2cccc(Cl)c2)nc1CN(C)C1CCOC1 (stereo unspecified)	4	1	0	-2	-0.3	-0.2	0.6	-0.3	1	3
Oc1ccc(Cl)cc1C1=Nc2ccccc2N=C(c2ccco2)C1	-4	6	1	7	0.7	-0.6	-0.9	-0.8	-8	0
CC1(C(=O)NS(=O)(=O)c2cccc(C#N)c2)CCN1C(=O)CCc1ccccc1 (stereo unspecified)	/	-4	-8	/	-0.2	-0.3	/	0.4	/	0
COc1cc(C2NC(=O)CS2)cc(OC)c1OC (stereo unspecified)	20	-14	0	-2	-0.6	-0.2	-1.2	/	-12&7	4
Cc1cc(=O)n2[nH]c(-c3ccc(C(C)(C)C)cc3)cc2n1	-2&33	1	-3	4&0	-2.9	-12	-0.1	/	-15	-5
CCN1C(=O)[C@@H]2[C@@H](c3ccc(-c4ccc(Cl)c(Cl)c4)c(OC)c3)N3CCC[C@@]3(C(=O)OC)[C@@H]2C1=O	/	-1	-8	/	0.0	i	2.2	-1.6	1	13
COC(=O)c1cn(CC(=O)NCc2cccs2)c2ccccc12	-1	0	2	-1	0.7	i	-0.6	/	-12	-7
Cc1ccc(-c2c(C(=O)N/N=C/c3ccoc3)nnn2-c2nonc2N)cc1	2	1	-5	1	-0.8	2.7	-1.6	-0.1	/	-2
Cc1cc(C(F)(F)F)nc(SCC(=O)Nc2c(C)n(C)n(-c3ccccc3)c2=O)n1	-7	16	-4	-4	-0.3	-0.2	-0.9	0.9	-1	6
CCN(CC(=O)Nc1ccc2c(c1)OCCO2)S(=O)(=O)c1ccc(C)cc1	-14	21	2	7	-2.4	-0.5	0.5	/	-6	14
CCn1c(=O)c2cc(C(=O)Nc3cc(C)on3)sc2c2ccccc21	6	-4	-4	2	-0.2	-1.1	-0.7	1.4	1	11
Cc1[nH]nc2c1/C(=N/O)CC(c1ccccc1)C2 (stereo unspecified)	19	0	-8	-2	-0.6	/	0.2	/	/	6
Cc1cc(C)c(S(=O)(=O)N2CCN(CCO)CC2)c(C)c1	-4	-10	-2	0	-0.8	-0.2	-0.6	3.3	3	3
Cc1cccc(N2C(=O)NC(=O)/C(=C\c3cccn3-c3ccc(Cl)cc3)C2=O)c1	18	0	-10	-4	0.9	i	0.2	/	-9	-2
CC(C)(C)C(=O)CN1CCN(S(=O)(=O)c2ccc(F)cc2)CC1	21	1	-2	-4	0.1	i	-0.1	/	-31	-6
CC(C)(C)c1ccc(S(=O)(=O)N2CCN(CC(=O)NC(=O)NC3CCCCC3)CC2)cc1	/	-8	5	/	2.5	-1.4	0.2	-0.5	0	-9
O=C(Cn1nc(-c2ccc(N3CCOCC3)c([N+](=O)[O-])c2)c2ccccc2c1=O)N1CCCCC1	18	-4	/	0	/	-0.3	-1.3	/	0	10
O=C(CN1C(=O)NC(Cc2ccccc2)C1=O)Nc1ccc(F)c(F)c1F (stereo unspecified)	/	7	/	/	/	0.1	0.1	1.7	-3	2
COc1ccccc1C1C2CCCCC2(O)CCN1CC(=O)Nc1ccccc1 (stereo unspecified)	12	/	-3	6	0.7	-0.6	0.5	1.7	5	10
CN(c1ccccc1)P(=O)(N(C)c1ccccc1)N(C)c1ccccc1	19	6	-6	1	0.3	-0.9	-1.0	-1.4	2	13
Cn1c(=O)[nH]c(=O)c2c1nc(SCCN1CCOCC1)n2Cc1ccccc1	-12	-3	-5	0	0.6	i	-0.1	/	-14	7
CC1(C)C2CCC1(CS(=O)(=O)N1CCC(C(=O)O)CC1)C(=O)C2 (stereo unspecified)	2	2	3	4	0.6	-0.5	1.1	-1.4	-3	-11
Cc1nc2scc(C)n2c(=O)c1S(=O)(=O)Nc1ccc(OC(F)(F)F)cc1	-4	40*	6	2	0.7	-0.7	-0.1	2.3	-19	0
Cn1c(=O)c2c(ncn2CC(=O)Nc2nnc(Cc3ccccc3)s2)n(C)c1=O	14	5	1	6	-3.2	-0.5	0.8	/	-7	0
C=CC[C@@H](CC(=O)N[C@H](CO)Cc1ccccc1)C(=O)NCCOC(=O)[C@@H](CC=C)Cc1ccc(F)cc1	/	-1	-2	/	0.8	-0.5	0.4	2.5	0	27
COc1ccc2nc(NC(=O)C3CSC4(C)CCC(=O)N34)sc2c1 (stereo unspecified)	/	3	4	/	6.5	-2.9	0.2	0.4	0	2
O=C(Nc1nnc(-c2ccco2)o1)c1cccc(Cl)c1	-20	3	-2	9	0.2	0.7	-0.8	1.1	-5	-1
CCOC(=O)c1nnsc1C(OC)Oc1ccccc1 (stereo unspecified)	/	4	-5	/	0.1	-0.8	-2.1	9.9	-27	2
COc1ccc(OC)c(CCNC(=O)CS(=O)(=O)Cc2nc(-c3ccccc3C)oc2C)c1	2	8	-35	4	?	-0.4	2.2	/	0	1
O=C(CCCOc1ccc(Cl)cc1Cl)Nc1ccccn1	-3	1	-3	2	-0.1	-0.1	-1.4	0.5	1	15
Cc1cc2oc(=O)cc(CN(Cc3ccccc3)Cc3ccccc3)c2cc1Cl	/	-3	-3	/	-1.0	/	/	0.7	/	/
CCN1CCN(C(=O)c2ccc3c(Cl)c4c(nc3c2)CCCC4)CC1	47	3	4	2	12	-0.2	-1.2	-1.7	-1	17
COc1ccc(-c2nc(CSCC(=O)NCCC3=CCCCC3)c(C)o2)cc1OC	27	4	5	0	2.7	-0.3	2.2	/	-16	23
CC1CCN(C(=S)Nc2cccc(S(=O)(=O)N(C)C)c2)CC1	-11	-3	-1	3	0.3	-0.3	-0.7	1.8	-18	5
c1ccc(-c2cc(N3CCOCC3)nc3ccccc23)cc1	-14	-34	-5	-3	0.5	i	0.0	/	-55	16
CCOC(=O)c1c(-c2ccccc2)nc2cc(C)ccn12	45	-7	-8	1	-0.2	-0.3	1.7	/	-11	14
Cc1ccc(NC(=O)CCC(=O)NNC(=O)COc2ccccc2)c(C)c1	8	-15	0	-11	-0.6	-0.3	-0.4	0.0	4	-1
Cc1ncoc1C(=O)N1CCCC(C(=O)Nc2cccc(-c3ccc(F)cc3)c2)C1 (stereo unspecified)	14	0	4	0	2.6	-5.0	-1.2	-1.1	-9	-9
COc1ccc([N+](=O)[O-])cc1COc1cc(C)cc2oc(=O)cc(-c3ccccc3)c12	-4	14	-2	0	-0.6	i	-0.6	/	-15	21
Cc1cc(C(=O)COC(=O)c2ccc(Cl)c(S(N)(=O)=O)c2)c(C)n1C1CC1	/	0	/	/	/	-0.6	1.4	0.9	-6	17
CC1(C)c2ssc(=S)c2-c2ccccc2N1C(=O)CSC1=NCCS1	2	-6	3	5	0.8	-3.8	1.5	/	73	6
CCC/C=C1/CCCOC(C(=O)NCCN2CCOCC2)(C(F)(F)F)C1 (stereo unspecified)	/	-6	-8	/	-0.8	5.0	-2.5	1.0	4	1
COc1ccc(C(CC(=O)NC(C)(C)C)n2cccc2)cc1 (stereo unspecified)	0	0	/	-1	/	1.1	0.4	/	0	-4
COc1ccc(OCC(=O)N/N=C/C2CC=CCC2)cc1 (stereo unspecified)	23	3	4	2	1.1	-0.3	-1.6	1.5	/	4
CCSc1nnc(NC(=O)Cc2ccc(OC)c(S(=O)(=O)N3CCOCC3)c2)s1	7	23	3	-2	-0.9	-3.8	-0.8	/	-11	4

Fetched by structure from the entries so far:
molecule	DUSP3 inh	CCHF vOTU inh	Anthrax LF prot	SARS 3CLpro inh	BoNT-A LC inh2	BH1578 lux ind	PfHsp40 yeast	TcdB GH inh	SSB-PriA inh	Y pestis TopoI
COc1ccc([N+](=O)[O-])cc1COc1cc(C)cc2oc(=O)cc(-c3ccccc3)c12	-4	14	-2	0	-0.6	i	-0.6	/	-15	21
CCC/C=C1/CCCOC(C(=O)NCCN2CCOCC2)(C(F)(F)F)C1 (stereo unspecified)	/	-6	-8	/	-0.8	5.0	-2.5	1.0	4	1

Next entries.
molecule	DUSP3 inh	CCHF vOTU inh	Anthrax LF prot	SARS 3CLpro inh	BoNT-A LC inh2	BH1578 lux ind	PfHsp40 yeast	TcdB GH inh	SSB-PriA inh	Y pestis TopoI
CCn1c(CC(=O)Nc2ccc(Cl)cc2)nnc1SCC(=O)N1CCOCC1	26	-9	3	-1	1.7	-2.9	1.2	0.7	-10	-3
CCCCn1c(N)c(N(CCOC)C(=O)COc2c(C)cccc2C)c(=O)[nH]c1=O	/	-4	-4	/	-6.2	-2.9	1.8	0.0	-1	-3
COC(=O)c1ccc(Cn2c(C)c(C(=O)NCc3ccco3)sc2=O)o1	/	1	0	/	-0.1	i	/	0.8	/	-8
Cc1ccc(C)c(C(=O)COc2ccc(C)nc2[N+](=O)[O-])c1	24	7	0	-3	0.8	0.3	-1.4	/	-8	-2
Cc1nc(/C(=N/O)C(N)=O)cs1	3	0	-11	4	0.6	i	0.5	1.0	/	2
COc1ccccc1CN1CC(C(=O)NCCCc2ccc(F)cc2)CCC1=O (stereo unspecified)	-12	-4	-3	6	-4.8	-7.1	0.8	-0.6	-17	19
Cc1cccc2sc(NC(=O)C3=NN(c4ccccc4)C(=O)CC3)nc12	8	4	2	2	0.5	i	0.0	-0.4	-1	4
COCCn1c(=O)[nH]c2cc(C(=O)OC)ccc2c1=O	22	-17	-5	2	-1.4	-0.3	-0.2	/	-6	3
Cn1c(C(=O)N2COCC2(C)C)cc2c(=O)n3ccccc3nc21	24	-276	-3	-1	0.4	-1.8	0.5	/	-1	0
N/C(=N\OC(=O)c1cc(-c2ccccc2)nc2ccccc12)c1ccncc1	36	-11	0	2	0.3	i	0.6	-0.7	/	13
